High-throughput results (PubChem BioAssay)
MT stabilize HCS: microtubule stabilization, imaging screen; % tubulin-high responders, % at 10 µM; 200,000 compounds, 0.83% hits; HeLa tubulin immunostaining HCS, 24 h; share of cells brighter than vehicle mean+2SD;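 active = plate Z-score above 3 for both tubulin-high and condensed-nucleus cell shares, with cell loss under 80%, at 10 µM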;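 note: anti alpha tubulin signal scored within the nucleus-defined area of each cell; some results filed as inactive read as strong as hits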
Dynein cargo inh: blocks dynein driven cargo transport along microtubules; 3617.4 mouse cells, GR-EGFP nuclear translocation imaging; test concentration mostly 20 µM; stimulated with dexamethasone, 1 µM; stronger effect = lower value; z-score, hits read low; 220,000 compounds, 0.47% hits; AID 1381;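 active = plate z-score of nuclear minus cytoplasmic receptor signal below a set negative limit, without overly bright fluorescence or cell loss, cut at about -3.5 in these data, passing the limit was not always enough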;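 note: z-score of nuclear minus cytoplasmic ring GR-EGFP intensity difference per well; some compounds called inactive have numbers as strong as hits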
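Also added: dexamethasone, 1.0 µM final. Medium: tet-free, stripped-serum medium. Detection: fixed, Hoechst-stained cells imaged at 10x for EGFP. Read-out: nuclear-to-cytoplasmic GR-EGFP distribution per well. Times: induction 48 h, compound 1 h, agonist 30 min.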
ER stress rescue: protection against thapsigargin-triggered cell killing – 384-well, CSM14.1, ATP luminescence, primary screen (AID 1222). one-dose cellular ATP content (survival), % at 20 µM; EC50 in µM for titrated hits. CSM14.1 thapsigargin-induced death rescue, ATP luminescence; higher % means a stronger effect. 190,000 tested, under 10 active;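 active = EC50 below 50 µM in the dose-response confirmation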;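 note: death triggered by thapsigargin at about 15 µM added after 2 h compound pretreatment; cell ATP read after overnight thapsigargin exposure of roughly 18 to 22 hours; normalized against plate controls of thapsigargin alone and 5% DMSO vehicle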
Lipid droplet: hepatic lipid droplet formation modulation. AML12 mouse hepatocytes, oleate lipid droplets, BODIPY imaging. inhibition, % at 6.5 µM. 240,000 compounds, 0.4% hits. AID 1656;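 active = lipid droplet intensity inhibited by at least 50%, with more than 500 cells counted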
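Test system: AML12 hepatocytes (mouse); reagent: oleate loading, 100 µM; dosing: one dose, 6.5 µM compound; incubation: overnight exposure; signal: fluorescence imaging, 20x objective, two fields per well; read-out basis: % inhibition of corrected integrated BODIPY droplet signal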
Autophagy HCS: alters autophagy in cells | AID 463193 | MEF GFP-LC3 puncta imaging; test concentration mostly 10 µM | calls only at 10 µM (by protocol) | 190,000 compounds, 0.98% hits;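 active = percentage of spot-positive cells more than 3 SD above its plate mean, without a fluorescence outlier flag or 80% toxicity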;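 note: spot-positive cell cutoff set from DMSO-treated cells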
bCat nuc transl: modulators of beta-catenin nuclear translocation. HeLa beta-catenin nuclear translocation, immunofluorescence imaging. nuclear translocation activity, % at 5 µM. AID 1665. 190,000 compounds, 0.3% hits;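 active = nuclear translocation activity above 50% at 5 µM, with a well cell count of 50 or more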;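 note: per-cell ratio of nuclear to cytoplasmic median beta-catenin stain intensity; plate controls were DMSO negative control for no effect and GSK-3 inhibitor IX positive control for full effect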
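assay system = human HeLa cells, endogenous beta-catenin | times = compound treatment 24 h, 37°C, 5% CO2 | detection = Anti-beta-catenin immunofluorescence on PFA-fixed, Triton-permeabilized cells, DAPI nuclei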
T cell modulator: modulates CD8 T cell binding to vesicles; AID 2052; calls only at 7 µM; 2C CD8+ T cell-vesicle binding, flow cytometry; stronger effect = lower value; 330,000 compounds, 0.068% hits;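 active = response, share of CD8 T cells binding vesicles, and their 90th percentile fluorescence all below set limits, cut at about 80% in these data, passing the limit was not always enough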
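Material: 2C TCR transgenic mouse naive CD8+ T cells, MACS-purified. Also added: QL9-charged Drosophila Ld/ICAM-1/B7-1 vesicles. Timing: binding 1.5 h at 37 °C. Measured by: high-throughput flow cytometry with anti-B7-1 and anti-CD8 staining. Read-out: percent CD8+ FL2 mean versus row control. Controls: Unloaded micro-vesicles (low), QL9 vesicles with 0.7% DMSO (high).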
Insulin prom up: MIN6 insulin promoter up-regulation | MIN6 insulin promoter-GFP reporter, high-content imaging; stronger effect = higher value | z-score at 5 µM | 190,000 compounds, 0.3% hits | AID 1625;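 active = z-score above 3 at 5 µM with at least 500 cells counted in the well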
Salmonella PhoP GFP: PhoP-dependent GFP reporter repression – Salmonella Typhimurium, primary screen (AID 1863) | S. Typhimurium PhoP-regulated promoter GFP reporter, 4 h; higher % means a stronger effect | inhibition, % at 50 µM, or IC50 in µM where a hit was titrated | 300,000 compounds, 0.16% hits;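 active = inhibition over 29.93%, a cutoff 3 SD above the screen mean, later confirmed by dose response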;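 note: 0% = low Mg2+ inducing control and 100% = high Mg2+ repressing control; strong numbers were not always called active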
Dynein cargo inh cytoplasmic EGFP: second read-out of Dynein cargo inh, no call of its own (marks repeat the call); z-score; measured here: cytoplasmic GR-EGFP intensity; stronger effect = higher value
Dynein cargo inh nuclear GR-EGFP: recorded beside Dynein cargo inh, whose call it bears; z-score; measured here: nuclear GR-EGFP intensity;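 lower value marks the stronger effect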
Dynein cargo inh cell count: also measured in Dynein cargo inh; calls as there; z-score; measured here: cell count per field
Insulin prom up cell count: further read-out of Insulin prom up, marked with its call; cell count; measured here: cytotoxicity, nuclei count;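 total cells summed across four imaged fields per well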
Lipid droplet cells 6.5 µM: recorded beside Lipid droplet, whose call it bears; cell count; measured here: cell count, cytotoxicity flag;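 cells counted across two imaged fields per well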
bCat nuc transl cell count 5 µM: recorded beside bCat nuc transl, whose call it bears; cell count; measured here: cell count, cytotoxicity flag
T cell modulator vesicle-bound %: also measured in T cell modulator; calls as there; double positive events, %; measured here: CD8+ vesicle-bound cell fraction;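 binding gate set so that unloaded-vesicle control wells show 10% double positive cells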
MT stabilize HCS Hoechst-high %: also measured in MT stabilize HCS; calls as there; % Hoechst-high responders; measured here: nuclear condensation Hoechst responders;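 share of cells brighter than vehicle mean plus two SD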
MT stabilize HCS cytotoxicity %: further read-out of MT stabilize HCS, marked with its call; toxicity, %; measured here: cytotoxicity by cell density;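 0% = mean cell density of plate MIN control wells and 100% = no cells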
Autophagy HCS cell loss 18 h: further read-out of Autophagy HCS, marked with its call; toxicity, %; measured here: cell loss, nuclei count;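 cell loss after 18 h compound exposure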
* marks the source's active call; other numbers are inactive results; i = inactive; / = not tested or not shown; + = active, no number.

The line under a structure holds: MT stabilize HCS | MT stabilize HCS Hoechst-high % | MT stabilize HCS cytotoxicity % | Dynein cargo inh | Dynein cargo inh cytoplasmic EGFP | Dynein cargo inh nuclear GR-EGFP | Dynein cargo inh cell count | ER stress rescue | Lipid droplet | Lipid droplet cells 6.5 µM | Autophagy HCS | Autophagy HCS cell loss 18 h | bCat nuc transl | bCat nuc transl cell count 5 µM | T cell modulator | T cell modulator vesicle-bound % | Insulin prom up | Insulin prom up cell count | Salmonella PhoP GFP
- COCCn1c(C)cc(C(=O)CSc2nc3ccccc3s2)c1C
 : 2.6 | 3.2 | 3.3 | 0.0822 | -0.295 | -0.216 | -0.386 | -2.9% | 4.5 | 717 | i | 13.4 | / | / | i | 3.6 | 1.12 | 1108 | -4.8%
- CCOc1ccccc1C(=O)Nc1cc(Cl)ccc1O
 : 3.2 | 2.2 | 5.2 | 0.724 | -0.225 | 0.376 | 0.815 | -2.5% | 1.1 | 642 | i | 3.2 | -0.1 | 1123 | i | 31.4 | -0.47 | 1952 | 1.8%
- CCc1cccc(NC(=O)Cc2ccc([N+](=O)[O-])cc2)c1
 : 2.1 | 1.7 | 6.8 | 0.221 | -0.332 | -0.256 | 0.643 | 0.3% | -18.1 | 702 | i | -4.5 | -2.4 | 581 | i | 28.5 | -0.14 | 1353 | 5.2%
- Cc1ccccc1CN(CC1CCC(C(=O)O)CC1)C(=S)Nc1ccccc1F (stereo unspecified)
 : 4.6 | 1.7 | 2.6 | -0.728 | -0.0888 | -0.165 | 0.325 | -6.4% | 21.0 | 684 | i | 27.9 | 0.9 | 1054 | i | 34.1 | -0.58 | 1279 | -12.2%
- Cc1nn(CC2CC2)c(=O)n1N(C)c1ncc(C(F)(F)F)cc1Cl
 : 5.7 | 3.3 | 3.8 | -0.63 | -0.334 | 0.419 | 0.377 | 0.1% | -11.0 | 630 | i | 1.2 | -2.0 | 1056 | i | 26.7 | -0.16 | 1658 | 1.1%
- CC(O)CNc1nc2c(c(=O)n(C)c(=O)n2C)n1Cc1cccc(C(F)(F)F)c1 (stereo unspecified)
 : 3.2 | 1.9 | 8.0 | -1.14 | -0.245 | -0.618 | -0.299 | -1.2% | -1.0 | 700 | i | -1.1 | 0.1 | 1058 | i | 19.9 | -1.08 | 1780 | 17.3%
- COCCNC(=S)NNc1ccccc1[N+](=O)[O-]
 : 2.0 | 2.3 | 10.2 | -0.786 | -0.19 | -0.306 | 0.445 | -1.2% | -1.0 | 686 | i | 3.1 | -2.7 | 1079 | i | 47.1 | / | / | -2.2%
- Cc1cnc(C(=O)OCC(=O)NC2CCCC(C)C2C)cn1 (stereo unspecified)
 : 1.4 | 1.6 | 5.3 | -0.709 | -0.185 | -0.302 | 0.506 | -1.4% | / | / | i | 5.6 | -4.9 | 1015 | i | 41.2 | -0.31 | 1497 | 6.9%
- CC(=O)/C=C(\C)NCCNc1c(F)c(F)c(CO)c(F)c1F
 : 3.4 | 2.6 | 18.9 | -0.547 | -0.23 | -0.0364 | 0.616 | 0.2% | / | / | i | -42.9 | 1.1 | 1172 | i | 56.3 | 0.55 | 1628 | -0.7%
- Cc1cc(C)c2ccc(=S)[nH]c2n1
 : 4.5 | 0.7 | 1.7 | 0.0164 | -0.246 | -0.346 | 0.919 | -0.1% | 11.2 | 713 | i | -8.8 | 2.9 | 986 | i | 17.4 | -0.43 | 1257 | 8.5%
- CN1C=CC=C/C1=C1\SC(=S)N(Cc2ccccc2)C1=O
 : 1.1 | 1.9 | 2.7 | -0.302 | -0.321 | 0.187 | 0.201 | -5.7% | -19.4 | 710 | i | -3.3 | -0.6 | 1055 | i | 41.2 | -0.47 | 1226 | 6.4%
- O=C(NC1CCCCC1)C(c1ccc2ncccc2c1)N(Cc1ccc(F)cc1)C(=O)c1ccc2c(c1)OCCO2 (stereo unspecified)
 : 4.0 | 1.7 | 1.1 | 0.419 | 0.155 | -0.0446 | -0.086 | 28.8µM* | / | / | i | -25.1 | / | / | i | 33.1 | / | / | 5.4%
- COc1ccc2c(c1)CCc1c(C(=O)NCc3cccnc3)noc1-2
 : 1.8 | 1.4 | 6.1 | -0.0469 | 0.37 | 0.762 | -1.29 | -2.4% | 16.4 | 612 | i | -7.2 | -2.7 | 1040 | i | 12.1 | 0.07 | 1269 | 24.1%
- COc1ccc2c(CC(=O)NC3CCCc4ccccc43)coc2c1 (stereo unspecified)
 : 1.4 | 3.9 | 7.9 | 0.304 | -0.246 | -0.0457 | 0.348 | 3.2% | 3.9 | 630 | i | 7.7 | 1.1 | 979 | i | 33.0 | 0.34 | 1451 | -4.0%
- NNc1nnc(-c2ccccc2)c(-c2ccccc2)n1
 : 1.1 | 1.4 | 10.9 | -0.875 | -0.115 | -0.606 | 1.23 | 5.2% | -17.0 | 778 | i | 0.4 | / | / | i | 10.1 | -0.52 | 954 | 17.4%
- C/C(N)=C(/C#N)C(=O)COC(=O)CSc1ccccc1
 : 3.1 | 1.5 | 1.0 | 0.247 | -0.155 | 0.297 | -0.367 | -1.3% | / | / | i | 33.4 | -1.0 | 789 | i | 6.9 | 0.84 | 1188 | -7.5%
- CCOc1cccc(/C=N/Nc2ccc(S(=O)(=O)N(CC)CC)cn2)c1O
 : 4.2 | 1.2 | 21.4 | 0.953 | -0.215 | 0.284 | -1.05 | -0.6% | 29.7 | 702 | i | 9.9 | 2.4 | 458 | i | 52.6 | -0.33 | 1291 | 6.2%
- CCCn1c(SCC(=O)Nc2cccc(C)n2)nnc1-c1ccco1
 : 0.8 | 1.1 | 13.5 | 0.69 | -0.134 | 0.327 | -0.402 | 0.7% | / | / | i | -0.8 | -7.0 | 998 | i | 37.4 | -0.36 | 1282 | 0.1%
- CC(=O)NCCC(=O)Nc1ccc(C)c(F)c1
 : 1.8 | 1.3 | 1.9 | -0.329 | -0.267 | 0.0876 | 1.43 | -2.5% | 19.5 | 672 | i | 5.5 | 1.0 | 1090 | i | 26.0 | -0.31 | 1852 | 11.9%
- COc1cccc(C(c2sc3nc(C)nn3c2O)N2CCC3(CC2)OCCO3)c1 (stereo unspecified)
 : 2.3 | 2.9 | 8.6 | -0.0458 | -0.0268 | -0.0439 | -0.682 | -2.5% | -3.1 | 629 | i | 4.9 | 0.2 | 1143 | i | 23.5 | 1.03 | 1435 | 7.2%
- CC1=C(C)CC(C(=O)NNC(=O)c2ccccc2)C(C(=O)O)C1 (stereo unspecified)
 : 2.8 | 1.6 | 5.6 | 0.403 | -0.235 | 0.0357 | -0.186 | 0.3% | / | / | i | 9.5 | / | / | i | 40.6 | / | / | -7.8%
- O=C(NCC1CCCO1)c1cc(C(=O)C2CCCCC2)c[nH]1 (stereo unspecified)
 : 4.7 | 2.4 | 6.5 | -0.082 | -0.353 | 0.211 | 0.644 | / | -1.8 | 702 | i | 2.4 | -0.4 | 1021 | i | 21.5 | -0.33 | 1146 | -2.3%
- O=C(O)c1ccccc1P(=O)(c1ccccc1)c1ccccc1
 : 4.4 | 2.5 | 8.5 | -0.43 | -0.245 | 0.0168 | -0.277 | 0.5% | 1.7 | 645 | i | -2.4 | -2.4 | 1089 | i | 15.7 | 0.41 | 1602 | 7.0%
- Cc1ccc(NC(=S)NC(=O)c2sc3ccccc3c2Cl)c(C(=O)O)c1
 : 5.7 | 2.3 | 3.1 | -1.41 | -0.343 | -0.169 | 2.6 | 0.8% | -0.4 | 683 | i | 3.9 | 1.5 | 1267 | / | / | -0.79 | 1494 | -8.3%
- COC(=O)c1ccc(Oc2nc(Nc3ccc(F)cc3)nc(N3CCCC3)n2)cc1
 : 2.5 | 2.7 | 20.5 | 0.28 | -0.241 | 0.507 | 0.256 | -1.6% | 39.7 | 714 | i | -12.1 | / | / | i | 16.3 | / | / | 12.5%
- CCn1c(NCc2cccs2)nc2ccccc21
 : 1.6 | 1.2 | 0.7 | -0.728 | -0.236 | -0.318 | 0.152 | -2.9% | -4.5 | 739 | i | 3.3 | / | / | i | 52.1 | -0.27 | 1403 | 14.6%
- Cc1c(Cl)cccc1N1CC(C)(C)C1=O
 : 4.3 | 1.7 | 2.6 | 0.254 | -0.0973 | 0.343 | -0.186 | 0.1% | -4.2 | 720 | i | 7.0 | -1.2 | 1054 | i | 62.4 | -0.18 | 1229 | -5.8%
- CC1CCN(c2c(NCC3CCC(C(=O)NCc4ccc(F)cc4)CC3)c(=O)c2=O)CC1 (stereo unspecified)
 : / | / | / | -0.957 | -0.287 | 0.204 | 0.614 | / | 20.0 | 677 | / | / | -0.3 | 1310 | i | 21.5 | / | / | -10.7%
- CN(C)CCCNC(=O)c1cc2c3ccccc3n(C)c2s1
 : 1.6 | 1.8 | 6.1 | -0.789 | 0.0175 | -0.614 | 0.252 | -5.2% | / | / | + | 0.7* | -0.5 | 1333 | i | 22.7 | -0.32 | 1487 | 1.7%
- CCOc1ccc(N=Nc2c(N)[nH][nH]c2=O)cc1
 : 2.7 | 2.4 | 3.9 | 0.415 | -0.234 | 0.181 | -0.104 | -1.9% | -1.7 | 718 | i | 17.4 | 0.2 | 478 | i | 50.9 | 0.4 | 1215 | 16.1%
